A-T KAP1 phos: candidate therapy for ataxia-telangiectasia; […] A-T fibroblasts, KAP-1 phosphorylation AlphaLISA; neocarzinostatin DNA damage 30 min before lysis; Potency, µM (doses to about 57.5 µM), inactives show top-dose activation, usual class: activators; actives 0.19% (n = 320,000); AID 485349; also: potency is read from the fitted curve at half-maximal effect; % of control where 0% means no effect; nearly all actives have a fitted effect of over 45% in size
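ATM-like activity read as KAP-1 phosphorylation via AlphaLISA donor/acceptor antibody pairs after lysis and 6 hr at 25C. Cells were ATM-null patient fibroblasts ([…], hTERT), dosed 60 min, then exposed to the DSB inducer NCS for 30 min.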
TSHR antag: blocks TSH signaling through the human TSH receptor; P16473; actives 0.2% (n = 330,000); activity change, negative = inhibition, % at 11.5 µM; TSHR-expressing cells, TSH-stimulated cAMP HTRF, 2 h; stronger effect = lower value;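 active = activity change below a set negative limit, meaning inhibition stronger than a set level, cut at about -70% in these data; inconclusive = activity change between two set negative limits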; also: % is scaled to controls: 0 for no effect and ±100 for the full control effect
Target sequence (P16473 whole entry, looked up): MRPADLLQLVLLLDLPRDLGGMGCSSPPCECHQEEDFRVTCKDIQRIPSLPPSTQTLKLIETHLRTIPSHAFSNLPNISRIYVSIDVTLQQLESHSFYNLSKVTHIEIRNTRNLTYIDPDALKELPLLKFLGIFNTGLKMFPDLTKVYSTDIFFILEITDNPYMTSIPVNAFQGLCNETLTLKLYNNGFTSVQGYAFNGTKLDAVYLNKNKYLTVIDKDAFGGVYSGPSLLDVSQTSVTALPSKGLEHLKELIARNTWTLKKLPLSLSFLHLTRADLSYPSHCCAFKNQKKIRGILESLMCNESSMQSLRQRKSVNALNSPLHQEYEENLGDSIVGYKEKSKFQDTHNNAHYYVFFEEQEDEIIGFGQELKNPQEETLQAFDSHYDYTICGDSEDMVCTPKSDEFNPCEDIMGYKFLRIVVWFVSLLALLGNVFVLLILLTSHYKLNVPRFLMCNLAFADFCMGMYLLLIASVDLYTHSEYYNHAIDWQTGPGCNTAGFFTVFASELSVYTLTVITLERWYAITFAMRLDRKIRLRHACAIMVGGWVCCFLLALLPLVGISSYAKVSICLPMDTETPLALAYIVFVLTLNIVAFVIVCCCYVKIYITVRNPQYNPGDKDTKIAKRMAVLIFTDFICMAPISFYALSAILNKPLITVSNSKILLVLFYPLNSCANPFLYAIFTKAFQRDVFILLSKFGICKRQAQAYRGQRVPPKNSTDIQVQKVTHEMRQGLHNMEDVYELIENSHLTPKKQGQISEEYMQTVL
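Read-out is FRET at 665 nm (cryptate excitation 337 nm) from a cryptate-tagged anti-cAMP antibody, competed by cell cAMP against cAMP-d2. Compounds are tested on freshly harvested TSHR cells challenged with 4nM TSH (EC80) for 2 hours at 37 deg C.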
Menin-MLL TR inh: menin-MLL binding inhibition, Texas Red mutant peptide | O00255 | Menin + Texas Red MLL mutant peptide, fluorescence polarization | Potency, µM (titrated, usually from 61.6 µM), for inactives: at the top dose FP activity change, negative = inhibition, actives largely listed as inhibitors | actives 0.23% (n = 270,000) | AID 1768; active = well fitted inhibition curve with a large enough effect in the polarisation, with a control signal flat, not every such curve was filed as active; inconclusive = small, poorly fitted or top-dose-only effect, or effect the other way, or a change in a side signal; inactive = no such curve, though single readings can be large or run the other way; the % refers to the polarisation; also: potency is read from the fitted curve at half-maximal effect; % of control where 0% means no effect; many of its hits are not listed in these tables
S-ASM inh: blocks human secretory acid sphingomyelinase; P17405; placental ASM, HMU-PC fluorogenic substrate, 60 min; Potency, µM (highest dose often 57.5 µM), inactives show top-dose activity change, negative = inhibition, actives largely listed as inhibitors; actives 0.006% (n = 340,000); AID 504937; also: potency is read from the fitted curve at half-maximal effect
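Fluorogenic HMU-PC substrate (9 uM final) is turned over by placental ASM in 60 min at 37 C after a 10 min compound preincubation. Reaction ended by alkaline stop (pH 10), with fluorescence read at 386/447 nm.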
MLL CXXC-DNA inh: MLL CXXC-DNA interaction inhibition; Q03164; MLL-CXXC / FITC-HOXA9 DNA fluorescence polarization; Potency, µM (titrated, usually from 115 µM), for the others: top-dose activity change, negative = inhibition, most hits filed as inhibitors; actives 0.037% (n = 290,000); active = well fitted inhibition curve with a large enough effect in the polarisation, with a control signal flat, not every such curve was filed as active; inconclusive = small, poorly fitted or top-dose-only effect, or effect the other way, or a change in a side signal; inactive = no such curve, though single readings can be large or run the other way; the % refers to the polarisation; also: potency is read from the fitted curve at half-maximal effect
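Fluorescence polarization: 7 uM MLL-CXXC (stock) preincubated 5 min with compounds, then 50 nM fluorescein-HOX-A9 DNA (stock) added; 30 min ambient. Buffer 50 mM Tris-HCl pH 7.5, 50 mM NaCl, 1 mM DTT, 0.05% BSA.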
TCR act: activators of T cell receptors | Potency, µM (series often up to 9.22 µM), for inactives: at the highest dose activation of IL-2 secretion, most hits filed as activators | 330,000 tested, under 10 active | primary human leukocytes, anti-CD3, IL-2 HTRF, 48 h | AID 504894; also: % of control where 0% means no effect
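Primary human leukocytes incubated 48 hr with anti-CD3 beads plus compound, without co-stimulation. Secreted IL-2 measured by HTRF (europium cryptate/d2 anti-IL-2 pair, 320 nm excitation, 665 nm emission).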
TSG101-PTAP inh: blocks PTAP/TSG101 interaction to inhibit HIV-1 budding; Q99816; Fluorescence polarization, FITC-PTAP peptide / Tsg101 binding; AID 493005; Potency, µM (titrated, usually from 115 µM), for inactives: at the top dose activity change, negative = inhibition, most hits filed as inhibitors; 340,000 tested, under 10 active; active = well fitted inhibition curve with a large enough effect in the main read-out, with a control signal flat, not every such curve was filed as active; inconclusive = small, poorly fitted or top-dose-only effect, or effect the other way, or a change in a side signal; inactive = no such curve, though single readings can be large or run the other way; also: potency is read from the fitted curve at half-maximal effect; % of control where 0% means no effect
Target sequence (Q99816 whole entry, looked up): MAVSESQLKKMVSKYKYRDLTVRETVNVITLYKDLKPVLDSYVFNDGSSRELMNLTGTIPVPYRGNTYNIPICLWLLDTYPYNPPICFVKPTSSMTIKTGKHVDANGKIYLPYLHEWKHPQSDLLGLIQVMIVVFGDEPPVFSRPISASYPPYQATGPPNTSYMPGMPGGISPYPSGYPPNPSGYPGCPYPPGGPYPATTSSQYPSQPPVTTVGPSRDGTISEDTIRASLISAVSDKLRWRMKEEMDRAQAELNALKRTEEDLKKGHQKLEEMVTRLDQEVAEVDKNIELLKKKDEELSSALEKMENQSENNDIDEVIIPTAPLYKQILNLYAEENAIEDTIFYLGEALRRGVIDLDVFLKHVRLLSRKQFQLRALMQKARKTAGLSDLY
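Fluorescence polarization binding of Tsg101 binding domain (10 uM final) to FITC-labeled PTAP peptide (50 nM final) in HEPES pH 7.5 buffer with NaCl, Tween 20, EDTA, TCEP. Compounds added before peptide; binding 20 min at RT.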
Mito fusion act: inhibitors of mitochondrial division or activators of mitochondrial fusion; actives 0.23% (n = 320,000); Potency, µM (series often up to 46.1 µM), for inactives: at the highest dose growth rescue (activation), most hits filed as activators; S. cerevisiae fusion-defective mutant growth rescue, CellTiterGlo 48 h;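 also: potency is read from the fitted curve at half-maximal effect; % of control where 0% means no effect; nearly all actives have a fitted effect of over 45% in size; temperature-sensitive fusion mutants such as fzo1-1 at 37 °C on non-fermentable ethanol glycerol medium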
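Compounds are tested for their ability to restore growth of mitochondrial fusion-defective yeast strains at non-permissive 37C in YPEG medium over 48 hours. Viability is quantified by luciferase luminescence.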
a7 integrin act: activates integrin-mediated alleviation for muscular dystrophy; actives 0.064% (n = 350,000); Potency, µM (series often up to 38.3 µM), inactives show at the highest dose activation, hits mostly activators; alpha7betagal myoblasts, beta-gal FDG fluorescence, 48 h;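 also: potency is read from the fitted curve at half-maximal effect; 100% = response of the positive control SU9516; nearly all actives have a fitted effect of over 60% in size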
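alpha7betagal+/- myoblasts (passage 13, 250/well) treated 48 h at 37C with compounds at 1:260 dilution of DMSO stock. Lysed, then beta-galactosidase activity read as FDG fluorescence (ex 480/em 540) after 30 min, with pre-read for autofluorescence.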
MBNL1 CUG block: blocks human MBNL1 binding to CUG repeat RNA; TR-FRET MBNL1-His/biotin-(CUG)12 binding, 665/545 ratio; Potency, µM (series often up to 57.5 µM), inactives show at the top dose activity change, negative = inhibition, hits mostly inhibitors; actives 0.036% (n = 280,000); AID 2675; active = well fitted inhibition curve with a large enough effect in the signal ratio, with a control signal flat, not every such curve was filed as active; inconclusive = small, poorly fitted or top-dose-only effect, or effect the other way, or a change in a side signal; inactive = no such curve, though single readings can be large or run the other way; the % refers to the signal ratio; also: potency is read from the fitted curve at half-maximal effect; % is scaled to controls: 0 for no effect and ±100 for the full control effect
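Inhibition of protein-RNA binding appears as loss of TR-FRET between terbium anti-His antibody on MBNL1-His and streptavidin-XL665 on biotin-(CUG)12. Activity is normalized to buffer-only and uninhibited-complex controls.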
An asterisk follows results filed as active; [ ] = another dose, or the depositor's remark. Unless noted, calls follow the shape of the dose curve; as a rule, active = well fitted curve in the direction sought with a large enough effect; inconclusive = small, poorly fitted or top-dose-only effect, or another doubt; inactive = no such curve, though single readings can be large; an effect the other way counts as inactive or inconclusive. The list is partial (hit frequency here may not be typical).

`Nc1cc(N)nc(SCC(=O)Nc2cccc(S(=O)(=O)N3CCCCC3)c2)n1` gave A-T KAP1 phos 4%, TSHR antag -4, S-ASM inh -2%, TCR act -3%, TSG101-PTAP inh -1%, Mito fusion act -4% and a7 integrin act 3%.
`CC1CCC2(CC1)NC(=O)N(Cc1nc(-c3ccccc3)no1)C2=O` (stereo not drawn) gave A-T KAP1 phos 3%, Menin-MLL TR inh 82%[activator], S-ASM inh -3%, MLL CXXC-DNA inh -3%, TCR act -3%, TSG101-PTAP inh -1%, Mito fusion act -4%, a7 integrin act 15% and MBNL1 CUG block -15%.
Screening CSc1nncc(-c2ccccc2)n1 returned A-T KAP1 phos -4%, TSHR antag 4, Menin-MLL TR inh 2%, S-ASM inh 0%, MLL CXXC-DNA inh -6%, TSG101-PTAP inh 2%, Mito fusion act -2%, a7 integrin act -9% and MBNL1 CUG block inconclusive.
For CCC(=O)Nc1ccc(Br)c(Cl)c1 the results were A-T KAP1 phos 5%, TSHR antag 2, Menin-MLL TR inh 12%, S-ASM inh 4%, MLL CXXC-DNA inh -5%, TCR act 0%, TSG101-PTAP inh -4%, Mito fusion act 4%, a7 integrin act inconclusive and MBNL1 CUG block 1%.
CC(=O)/C(=N/Nc1cccc(C)c1)N1CCOCC1 was read as A-T KAP1 phos 1%, TSHR antag -6, S-ASM inh -2%, MLL CXXC-DNA inh -4%, TCR act 3%, TSG101-PTAP inh -1%, Mito fusion act 1%, a7 integrin act -18% and MBNL1 CUG block 1%.
Screening O=C(c1ccc(Cl)cc1)N1CCn2c1nc1ccccc12 returned A-T KAP1 phos -2%, TSHR antag 5, Menin-MLL TR inh 10%, S-ASM inh -1%, MLL CXXC-DNA inh 10%, TCR act -2%, TSG101-PTAP inh -6%, Mito fusion act 27%, a7 integrin act -17% and MBNL1 CUG block -4%.
Screening O=C(CCNC(=O)c1ccco1)NCCc1ccc(Cl)cc1 returned A-T KAP1 phos 15%, TSHR antag -5, S-ASM inh 4%, MLL CXXC-DNA inh 29%, TCR act 1%, TSG101-PTAP inh -1%, Mito fusion act 2%, a7 integrin act -10% and MBNL1 CUG block -4%.
`CC1CCN(CCCn2c(=S)[nH]c3c(sc4ccc([N+](=O)[O-])cc43)c2=O)CC1` gave A-T KAP1 phos 5%, TSHR antag 5, Menin-MLL TR inh -18%, S-ASM inh -1%, MLL CXXC-DNA inh -4%, TCR act 2%, TSG101-PTAP inh -1%, Mito fusion act -13%, a7 integrin act -9% and MBNL1 CUG block inconclusive.
For Cc1ccc(O)c(C(=O)c2cnn(C(=O)COc3ccc(Cl)cc3)c2)c1 the results were A-T KAP1 phos -3%, TSHR antag 3, Menin-MLL TR inh 20%, S-ASM inh -1%, MLL CXXC-DNA inh -3%, TCR act 6%[46.1 µM], TSG101-PTAP inh -1%, Mito fusion act 1%, a7 integrin act 0% and MBNL1 CUG block -1%.
`COc1cccc(OC)c1NC(=O)c1nc2c(nnn2Cc2ccccc2Cl)c(=O)[nH]1` gave A-T KAP1 phos 1%, TSHR antag 5, Menin-MLL TR inh 15%, S-ASM inh -3%, MLL CXXC-DNA inh 9%, TSG101-PTAP inh -2%, Mito fusion act -2%, a7 integrin act 4% and MBNL1 CUG block -8%.
Screening CC1(C)CC(=O)C=C(Nc2ccc(F)cc2)C1 returned A-T KAP1 phos 8%, TSHR antag 1, Menin-MLL TR inh -7%, S-ASM inh 3%, MLL CXXC-DNA inh -1%, TCR act 4%, TSG101-PTAP inh -5%, Mito fusion act 6%, a7 integrin act inconclusive and MBNL1 CUG block -11%.
Screening CCOc1ccccc1NC(=S)N1CCN(c2nc(-c3ccc(F)cc3)cs2)CC1 returned A-T KAP1 phos -5%, TSHR antag -9, Menin-MLL TR inh -12%, S-ASM inh -3%, MLL CXXC-DNA inh 1%, TCR act -4%, TSG101-PTAP inh 0%, Mito fusion act 4%, a7 integrin act -31%[inhibitor] and MBNL1 CUG block 16%.
For COc1ccc2cc(C(=O)C3CCCN(C(=O)c4cc5nc(C)cc(C)n5n4)C3)ccc2c1 (stereo not drawn) the results were A-T KAP1 phos 6%, TSHR antag -7, Menin-MLL TR inh 1%, S-ASM inh 17%, MLL CXXC-DNA inh -15%, TCR act 2%, TSG101-PTAP inh -3%, Mito fusion act -2%, a7 integrin act -61%[inhibitor] and MBNL1 CUG block inconclusive.
O=C(Nc1nonc1-c1ccc(Cl)cc1)c1ccco1 was read as A-T KAP1 phos 2%, TSHR antag -6, Menin-MLL TR inh -7%, S-ASM inh 0%, MLL CXXC-DNA inh 19%, TCR act 7%, TSG101-PTAP inh -5%, Mito fusion act -5%, a7 integrin act -1% and MBNL1 CUG block -9%.
Screening O=[N+]([O-])c1ccc(C=NNC(=S)Nc2ccc(F)cc2)cc1 returned S-ASM inh -3%, TCR act -2%, TSG101-PTAP inh 1% and a7 integrin act 0%.
`CCCCc1cc(=O)oc2c(C)c(OCC(=O)N3CCCC3)ccc12` gave A-T KAP1 phos 21%, TSHR antag 1, S-ASM inh -2%, MLL CXXC-DNA inh 5%, TCR act 0%, TSG101-PTAP inh -6%, Mito fusion act 10%, a7 integrin act -4% and MBNL1 CUG block 3%.
Screening CCOC(=O)CCSc1nnc(-c2cccnc2)n1-c1ccccc1OC returned A-T KAP1 phos 0%, TSHR antag 13, Menin-MLL TR inh 0%, S-ASM inh 3%, MLL CXXC-DNA inh -4%, TCR act 3%, TSG101-PTAP inh 2%, Mito fusion act 0%, a7 integrin act -5% and MBNL1 CUG block -2%.
`Cc1ccc(-c2ccc(=O)n(CC(=O)NCCN(CC(C)C)CC(C)C)n2)cc1` gave A-T KAP1 phos 0%, TSHR antag 1, Menin-MLL TR inh -7%, S-ASM inh 2%, MLL CXXC-DNA inh 15%, TCR act 3%, TSG101-PTAP inh 6%, Mito fusion act -9%, a7 integrin act -13% and MBNL1 CUG block 1%.
For Cc1ccc2c(c1)c(C)c(C)n2CC(O)Cn1nc(C)cc1C (stereo not drawn) the results were A-T KAP1 phos 18%, TSHR antag -14, Menin-MLL TR inh -8%, S-ASM inh -2%, MLL CXXC-DNA inh -5%, TCR act -1%, TSG101-PTAP inh -8%, Mito fusion act -3%, a7 integrin act 4% and MBNL1 CUG block 12%.
Screening COc1ccc(CNC(=O)CSc2nc3ccc(C)cc3[nH]2)cc1OC returned A-T KAP1 phos 0%, TSHR antag 11, Menin-MLL TR inh -3%, S-ASM inh 0%, MLL CXXC-DNA inh 55%[activator], TCR act -1%, TSG101-PTAP inh -3%, Mito fusion act 2%, a7 integrin act -18% and MBNL1 CUG block -6%.
Screening CCOC(=O)C1(Cc2cccc(OC)c2)CCN(C(C)COC)CC1 (stereo not drawn) returned A-T KAP1 phos -3%, TSHR antag -2, Menin-MLL TR inh -7%, S-ASM inh 5%, MLL CXXC-DNA inh -7%, TCR act -5%, TSG101-PTAP inh -1%, Mito fusion act 0%, a7 integrin act -3% and MBNL1 CUG block -13%.
Screening CCc1ccc(C(C)NC(=O)c2ccc(F)cc2)cc1 (stereo not drawn) returned A-T KAP1 phos -4%, TSHR antag 0, Menin-MLL TR inh 4%, S-ASM inh 5%, MLL CXXC-DNA inh 9%, TCR act 6%, TSG101-PTAP inh -2%, Mito fusion act 1%, a7 integrin act -20% and MBNL1 CUG block -1%.
O=c1nc2sc3ccccc3n2c(=O)n1-c1ccc(Cl)cc1 was read as A-T KAP1 phos 2%, TSHR antag -3, Menin-MLL TR inh 20%, S-ASM inh -2%, MLL CXXC-DNA inh 13%, TCR act -7%, TSG101-PTAP inh 0%, Mito fusion act 6%, a7 integrin act -1% and MBNL1 CUG block 36%[activator].
`Cc1ccc(C2(C)NC(=O)N(CC(=O)N3CCN(S(=O)(=O)c4cccc([N+](=O)[O-])c4)CC3)C2=O)cc1` (stereo not drawn) gave A-T KAP1 phos -3%, S-ASM inh 0%, TCR act -2%, TSG101-PTAP inh -8% and a7 integrin act 34%.
O=C(N/N=C/c1ccc([N+](=O)[O-])o1)c1ccccc1-n1cccc1 was read as A-T KAP1 phos 1%, TSHR antag -8, Menin-MLL TR inh -1%, S-ASM inh -3%, MLL CXXC-DNA inh 2%, TCR act 3%, TSG101-PTAP inh 0%, Mito fusion act 0%, a7 integrin act -61%[inhibitor] and MBNL1 CUG block inconclusive.
O=C(O)CCCCCNC(=O)Nc1ccc2c(c1)OCCO2 was read as A-T KAP1 phos 2%, TSHR antag -3, Menin-MLL TR inh 1%, S-ASM inh 3%, MLL CXXC-DNA inh 4%, TCR act 2%, TSG101-PTAP inh 0%, Mito fusion act 1%, a7 integrin act -9% and MBNL1 CUG block 2%.
